# High-throughput results (PubChem BioAssay)
# SENP6 block = SENP6 protease inhibitors, primary screen, biochemical, luminescence, uHTS; 330,000 compounds, 1.8% hits; inhibition, % at 10 µM; Recombinant SENP6 catalytic domain, aminoluciferin luminescence; AID 2599, 2010; Sentrin-specific protease 6 (Homo sapiens), Q9GZR1;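 active means inhibition above about 50% at the single tested dose, limit read from the data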;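 further: plate controls were DMSO wells with enzyme for no effect and DMSO wells lacking enzyme for full effect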
# SENP1 FRET inh = human SENP1 catalytic domain inhibitors, primary screen, biochemical, FRET, uHTS; Sentrin-specific protease 1 (Homo sapiens), Q9P0U3; recombinant SENP1 catalytic domain, CyPet-SUMO1-YPet FRET cleavage; inhibition, % at 10 µM; 360,000 compounds, 0.21% hits; AID 624204, 2012;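 active means inhibition at least 30% at 10 µM, raw YFP signal under a set limit, fluorescence ratio 0.5 to 1.5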;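 further: 0% = enzyme with DMSO and 100% = no enzyme wells; some results filed as inactive read as strong as hits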
# Target sequence (Q9P0U3 419-644 limits assumed): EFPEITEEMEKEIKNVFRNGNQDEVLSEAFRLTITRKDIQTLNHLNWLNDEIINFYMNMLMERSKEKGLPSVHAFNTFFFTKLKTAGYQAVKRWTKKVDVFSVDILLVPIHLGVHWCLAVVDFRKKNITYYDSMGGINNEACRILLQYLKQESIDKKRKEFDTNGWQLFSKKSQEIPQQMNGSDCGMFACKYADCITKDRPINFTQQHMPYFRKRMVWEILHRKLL
#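 Assay system – human recombinant His6-tagged SENP1 catalytic domain enzyme · Input – SENP1 enzyme, 20 pM final · Buffer or medium – Tris pH 8 buffer plus EDTA, NaCl, BME, BSA, NP40, catalase · Schedule – 50 min reaction at room temperature · Technique – FRET read of cyan and yellow fluorescence · Control set – no-enzyme wells low, DMSO-plus-enzyme wells high control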
# HKDC1 inh = HKDC1 hexokinase inhibitors, primary screen, biochemical, fluorescence, uHTS. Q2TB90. recombinant HKDC1, G6PDH/diaphorase resazurin coupled fluorescence. inhibition, % at 20 µM. 340,000 compounds, 0.16% hits. AID 493160, 2011;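 active means inhibition above about 35% when tested at 20 µM, limit read from the data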;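 further: plate controls were DMSO wells with enzyme for no effect and DMSO wells lacking enzyme for full effect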
#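 test system = in-house recombinant HK5 (HKDC1) enzyme | amount = HKDC1 at 5 µg/mL | control set = DMSO-enzyme wells negative, buffer-substituted wells positive | compound = one dose of 20 µM, 1% DMSO | schedule = reaction time 90 min, room temperature, protected from light | technique = resorufin fluorescence at 613 nm | reagent = glucose with 1 mM ATP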
# beta cell repl = inducers of MIN6 beta-cell proliferation, primary screen, ATP luminescence, uHTS; MIN6 cells proliferation, ATPlite luminescence, 48 h; cells starved in 0.2% serum; 100% = growth in 10% serum; proliferation, % at 10 µM; 330,000 compounds, 0.29% hits;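 active means compounds whose signal lies at least 3.5 SD above the mean of all wells on their plate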;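 further: 0% = DMSO-treated cells in low-serum medium and 100% = 10% serum control; some compounds called inactive have numbers as strong as hits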
# SENP8 block-1 = human SENP8 protease inhibitors, primary screen, biochemical, fluorescence, Nedd8 protein substrate, uHTS | Sentrin-specific protease 8 (Homo sapiens), Q96LD8 | recombinant SENP8 | inhibition, % at 20 µM | 360,000 compounds, 0.64% hits | AID 602440, 2012; in the data active means inhibition mostly above about 40%, no sharp cut-off; inactive means mostly below about 27%
# Target sequence (Q96LD8 whole entry, looked up): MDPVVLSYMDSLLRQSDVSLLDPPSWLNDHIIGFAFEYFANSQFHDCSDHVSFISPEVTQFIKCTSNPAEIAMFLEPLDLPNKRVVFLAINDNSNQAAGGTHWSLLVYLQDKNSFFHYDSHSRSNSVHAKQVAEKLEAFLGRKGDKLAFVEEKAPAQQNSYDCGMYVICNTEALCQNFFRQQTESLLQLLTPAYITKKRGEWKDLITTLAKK
# UBC13 inh = UBC13 polyubiquitin chain formation inhibitors, primary screen, biochemical, TR-FRET, uHTS | AID 485273, 2010 | 330,000 compounds, 0.47% hits | Ubiquitin-conjugating enzyme E2 N (Homo sapiens), P61088 | inhibition, % at 20 µM; in the data active means inhibition above about 45%, passing the limit was not always enough
# Target sequence (P61088 whole entry, looked up): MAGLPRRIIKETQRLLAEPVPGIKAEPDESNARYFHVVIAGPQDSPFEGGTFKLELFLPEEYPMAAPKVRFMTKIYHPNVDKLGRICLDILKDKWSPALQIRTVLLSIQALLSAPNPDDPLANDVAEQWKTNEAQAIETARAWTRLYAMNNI
# PfG6PD inh = PfG6PD enzyme inhibitors, primary screen, biochemical, fluorescence intensity, uHTS; glucose-6-phosphate dehydrogenase-6-phosphogluconolactonase (Plasmodium falciparum 3D7); PfGluPho enzyme, NADPH resazurin-diaphorase fluorescence; inhibition, % at 20 µM; 350,000 compounds, 0.78% hits; AID 504690, 2011;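 active means inhibition reaching at least a set limit at 20 µM in the primary screen, cut at about 59% in these data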;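 further: 0% = DMSO wells with substrate and 100% = DMSO wells lacking glucose-6-phosphate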
# SENP8 block-2 = SENP8 protease inhibitors, primary screen, biochemical, luminescence. 330,000 compounds, 1.2% hits. purified SENP8, Z-RLRGG-aminoluciferin cleavage. AID 2540, 2010. inhibition, % at 10 µM; in the data active means inhibition above about 50%
# SENP7 inh = SENP7 protease inhibitors, primary screen, biochemical, luminescence, uHTS; AID 434973, 2010; 330,000 compounds, 1.5% hits; inhibition, % at 5 µM; recombinant SENP7, Z-RLRGG-aminoluciferin luminescence, 40 min; Sentrin-specific protease 7 (Homo sapiens), Q9BQF6;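 active means inhibition above about 50% at the single test dose, limit read from the data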;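 further: plate controls were DMSO with enzyme for no effect and no enzyme buffer wells for full effect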
# Target sequence (Q9BQF6 706-1050 limits assumed): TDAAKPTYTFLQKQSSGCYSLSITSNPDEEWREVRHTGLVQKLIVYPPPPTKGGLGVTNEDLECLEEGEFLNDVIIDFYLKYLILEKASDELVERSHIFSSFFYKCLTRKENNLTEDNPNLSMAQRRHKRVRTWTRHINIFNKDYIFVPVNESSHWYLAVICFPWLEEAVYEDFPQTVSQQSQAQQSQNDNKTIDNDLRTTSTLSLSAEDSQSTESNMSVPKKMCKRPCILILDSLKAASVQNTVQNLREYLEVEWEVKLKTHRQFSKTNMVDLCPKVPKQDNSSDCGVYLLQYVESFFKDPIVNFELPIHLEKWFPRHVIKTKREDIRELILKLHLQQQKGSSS
# * = called active by the depositor; i = inactive; . = not tested or not shown. Random draw from the library; 4% or so of the library scored in one or more.
Molecule	UBC13 inh	SENP8 block-1	HKDC1 inh	PfG6PD inh	SENP7 inh	beta cell repl	SENP8 block-2	SENP6 block	SENP1 FRET inh
CCc1ccccc1NC(=O)CC(NCc1ccccc1)C(=O)O (stereo not drawn)	-1	12	-6	-5	-2	-2	4	-5	1
Cc1ccc(C)c(CN2C(=O)c3ccccc3S(=O)c3ccc(C(=O)N4CCN(c5ccccn5)CC4)cc32)c1 (stereo not drawn)	0	15	0	29	8	-4	-7	3	2
Cc1nc(Nc2ccc(Cl)cc2Cl)sc1C(=O)Nc1ccccc1	-8	-41	2	49	-2	-6	-17	-1	1
Cc1ccccc1Cn1nc(C)c(NC(=O)C2(C)CC2(Cl)Cl)c1C (stereo not drawn)	1	7	7	0	2	-3	-1	3	2
Cc1ccc2oc3c(c(=O)c2c1)C(c1cccc(O)c1)N(c1ccccn1)C3=O (stereo not drawn)	-33	9	2	16	0	-3	6	-4	2
CCOc1ccc(/C=N/Nc2ccc(C(F)(F)F)cc2[N+](=O)[O-])cc1O	-65	37	-8	-2	10	0	3	7	4
O=C(c1ccc(S(=O)(=O)NCc2ccco2)cc1)N1CCN(Cc2ccccc2F)CC1	-3	11	2	-3	-1	-3	-2	-12	-2
Cc1cc(C)c(S(=O)(=O)c2cccc(Cl)c2)c(Cl)n1	4	1	-5	0	6	-1	-6	-5	2
O=C(Cn1cc(C(F)(F)F)ccc1=O)OCC(=O)c1ccc[nH]1	15	-2	-3	-9	6	-4	4	-7	-7
Cc1ccc(NC(=O)CSc2n[nH]c(-c3ccncc3)n2)c(C)c1	4	-2	1	-21	-3	0	6	-19	3
COc1cc(NS(=O)(=O)c2ccc(NC(=O)c3cccnc3)cc2)ncn1	-3	18	2	-6	6	-1	-6	-7	0
c1ccc(Nc2nc(-c3cccnc3)cs2)nc1	7	4	-5	5	81*	-3	55*	88*	3
O=C1NCCN(Cc2ccc(Cl)c(F)c2)C1CC(=O)N1CCCCO1 (stereo not drawn)	2	-76	-4	4	2	0	-2	13	-13
Cn1ncc([N+](=O)[O-])c1C(=O)N1CCCCCC1	2	9	-3	0	-1	-1	-5	3	0
O=C(CN1C(=O)CCC1=O)Nc1cccc2c1C(=O)NC2=O	-4	-250	-2	-13	-9	1	-8	3	-46
CCCCN(C(=O)c1ccc(C#N)cc1)c1c(N)n(CCC)c(=O)[nH]c1=O	-3	4	-5	-5	-7	0	-9	-16	1
CN(c1ncc(C(F)(F)F)cc1Cl)n1cc(C(N)=O)c2ccccc2c1=O	3	18	-5	-20	8	1	0	-9	1
COc1ccc(NC(=O)c2cnn3c(C(F)(F)F)cc(-c4ccco4)nc23)cc1OC	-2	40	1	-9	-4	0	1	-14	1
CCOc1ccc2c(c1)[nH]c(=S)n2C	-7	17	-3	41	-5	-2	-10	-13	3
Cc1cc(C)c(S(=O)(=O)Nc2nnc(C3CCCCC3)s2)c(C)c1	-9	3	2	-3	2	-4	9	5	-2
CCCc1cc2c(cc1NC(=O)c1ccccc1C)OCO2	6	14	-9	-2	3	-4	4	-17	3
CN(C(=O)c1cccc(C#CC(C)(C)O)c1)C1CCCN(Cc2ccccc2F)C1 (stereo not drawn)	6	17	5	-9	3	0	4	-9	0
Cc1cccc(NC(=O)CCCN2C(=O)c3cccc4cccc(c34)C2=O)c1	-9	-54	-7	-7	9	0	0	-1	3
CCN1CCN(C(=O)CCNC(=O)Cn2ccc3ccccc3c2=O)CC1	5	14	-5	1	-5	1	1	13	2
CCOc1ccc(NS(=O)(=O)c2ccc(NC(=O)C3CC3)cc2)cc1	-2	7	0	4	-1	-1	0	-11	3
C=CCNC(=S)N/N=C1\CCS(=O)(=O)c2ccccc21	-12	11	-5	1	0	0	0	-21	1
CSc1nc(N)nc(SCC(=O)OC(C)C)c1C#N	6	27	-2	0	-5	1	2	-1	1
COC(=O)c1ccc(Cl)c(NC(=O)CSc2nnc(-c3ccncc3)o2)c1	-15	6	3	2	-10	-1	9	-10	2
CCOC(=O)C[C@H]1c2ccc(C(F)(F)F)cc2S(=O)(=O)N1C(C)(C)C	-2	10	-2	-4	-15	-1	-9	-15	2
CCNC(=S)NNC(=O)c1cc(-c2cc(C)ccc2C)nc2ccccc12	-16	-66	-17	-14	-1	1	5	7	5
COc1ccc(-c2noc(CCC(=O)NCCCN3CCN(c4ccc(F)cc4)CC3)n2)cc1	35	16	4	-6	-1	-3	3	-6	1
COc1ccc(C2c3ccc4ccccc4c3Oc3ncn(CCCN(C)C)c(=N)c32)cc1 (stereo not drawn)	61*	13	-4	12	-4	-5	-8	-14	-5
COc1ccc(/C=C/C(=O)OC(C)C(=O)c2ccccc2)cc1OC (stereo not drawn)	-10	-149	-2	-2	18	1	9	34	-1
O=C1Nc2ccc(S(=O)(=O)N3CCOCC3)c3cccc1c23	-8	-293	-8	8	0	1	0	-17	-58
COc1ccc(CC(=O)NCc2ccc3c(c2)OCO3)cc1	-2	25	3	-3	-12	-1	-13	-13	1
CCC(C)(C)NC(=O)CN(C(=O)CNS(=O)(=O)c1ccc(F)cc1)c1ccc2c(c1)OCCO2	-13	12	-1	-7	-2	1	-10	12	0

# Entries listed so far that bear a hit mark in SENP7 inh:
Structure | UBC13 inh | HKDC1 inh | PfG6PD inh | SENP7 inh | SENP8 block-2 | SENP6 block | SENP1 FRET inh
c1ccc(Nc2nc(-c3cccnc3)cs2)nc1 | 7 | -5 | 5 | 81* | 55* | 88* | 3

# Next structures follow:
Molecule	UBC13 inh	SENP8 block-1	HKDC1 inh	PfG6PD inh	SENP7 inh	beta cell repl	SENP8 block-2	SENP6 block	SENP1 FRET inh
Cc1cccc(S(=O)(=O)Nc2ccc(S(=O)(=O)Nc3nccs3)cc2)c1	-13	10	-4	-13	-3	0	-16	-11	0
COc1cc(/C=C/c2c([N+](=O)[O-])c(=O)n(C)c(=O)n2C)cc(OC)c1OC	1	-2	-7	12	-2	-4	-1	-8	0
Cc1nnc(SCC(=O)NC(C)(C)C)n1NCc1c(F)cccc1Cl	-10	13	-6	5	-6	1	-7	-10	3
Cc1c(C)c2c(OCC(=O)NCc3ccncc3)cc3c(c2oc1=O)CCC(C)(C)O3	13	-164	10	32	-4	1	-1	-4	3
Cc1csc(NC(=O)c2cc3c(s2)CCCCC3)n1	19	-57	7	77*	98*	-4	94*	92*	0
Cc1cccc(N(C(=O)c2ccco2)C(C(=O)NC2CCCC2)c2cccnc2)c1C (stereo not drawn)	-2	2	-3	5	-10	0	-6	-2	-2
COc1ccc(OC)c(/C=N/NC(=O)c2ccc(Cn3cc([N+](=O)[O-])cn3)o2)c1	.	-292	-5	-2	.	.	.	.	-74
O=C(CCC(=O)c1ccc(F)cc1)NN1C(=O)NC2(CCCCC2)C1=O	1	3	-5	11	-6	3	-6	2	-1
CCC1CCCCN1C(=O)CSc1nc(C)cc(C)n1 (stereo not drawn)	3	8	-6	-8	4	-2	4	-10	2
Cc1cccc(-n2c(O)c(C=Nc3ccccc3O)c3ccccc3c2=O)n1	-42	-46	-2	-9	-5	-2	-7	-8	-36
COc1cccc(CNC(=O)Cn2ccc([N+](=O)[O-])n2)c1	-10	13	-4	-5	10	-2	-9	5	1
Cc1ccc2sc(NC(=O)C3CC3)nc2c1C	3	12	6	17	-14	0	-17	-7	3
COCc1nnc(NC(=O)CCS(=O)(=O)c2ccccc2)s1	-8	5	-5	-4	-3	0	-11	-14	1
N#C/C(=C\c1cc2c(cc1Br)OCO2)c1ccc(C(=O)O)cc1	-2	8	-1	-3	15	-4	-12	13	-2
Cc1cc(=O)oc2cc(OC(=O)c3cncc(Br)c3)ccc12	22	-405	-9	25	-8	-3	-7	-7	-146
CO[C@@]12[C@@H]3N[C@@H]3CN1C1=C(C(=O)C(N)=C(C)C1=O)[C@@H]2COC(N)=O	.	30	6	-5	.	.	.	.	2
CCCCn1nc2cc(C(=O)NC[C@@H]3CCCO3)ccc2c1OCC	14	i	-4	2	-1	1	3	-1	2
CC1SC(c2ccccc2)N(CC(O)c2ccc([N+](=O)[O-])cc2)C1=O (stereo not drawn)	6	5	-8	16	14	0	-3	8	2
Cc1cccc(OCCCC(=O)Nc2ccc(S(=O)(=O)Nc3onc(C)c3C)cc2)c1C	-8	16	-6	-26	-2	0	15	7	3
O=c1cc(C(F)(F)F)[nH]c(=S)n1-c1ccccc1	2	10	-6	56	-3	-4	2	15	-2
COc1ccccc1N1CCN(C2CCN(S(=O)(=O)c3ccc(NC(C)=O)cc3)CC2)CC1	-6	14	10	4	-5	-2	-3	-2	2
CN(C)/C=C(\C#N)C(=O)Nc1ccc(O)cc1F	4	14	-10	13	5	0	-1	-13	2
C=CCNC(=S)N1CCC(C(=O)c2ccc(Cl)cc2)CC1	-8	2	-9	1	4	0	-2	12	2
C[C@H]1[C@@H](c2ccccc2)Oc2ccc(Cl)cc2S(=O)(=O)N1Cc1ccc(F)cc1F	.	-3	-1	10	.	.	.	.	-1
Cc1cccc(NC(=O)/C(=C\c2ccc([N+](=O)[O-])o2)NC(=O)c2ccc(Cl)cc2)c1	.	8	2	7	.	.	.	.	7
Cc1ccc(/C=N/NC(=O)c2cc3c(ccc4ccccc43)o2)o1	-8	-392	-1	-10	9	-1	-6	-13	-6
Cc1ccc(NC(=O)CCCC(=O)O)c(Br)c1	-11	15	-7	3	7	-2	-11	-15	3
Cc1cc(C)n2nc(CC(=O)NC3CCCCCC3)nc2n1	10	4	-9	-12	1	4	4	4	1
COc1cccc(CNC(=O)c2ccccc2N)c1	7	-439	-7	0	5	1	-4	-8	1
O=C(CN1CCN(C(=O)c2ccco2)CC1)Nc1ccc(F)cc1F	-7	13	-6	3	-5	-5	3	13	1
CN1CCN(CCCNC(=O)c2ccc(NC(=O)C3=CSCCO3)cc2)CC1	-3	5	-4	-7	8	2	-9	-7	2
Cc1cc(C)n2ncc(S(=O)(=O)c3ccccc3)c2n1	8	-183	-3	-17	12	0	4	9	8
Cc1ccccc1CN1CCc2c(OCC(=O)N3CCCc4ccccc43)cccc2C1=O	.	7	-4	12	.	.	.	.	1
COc1ccc(-n2c(N)c(C(=O)Nc3c(C)n(C)n(-c4ccccc4)c3=O)c3nc4ccccc4nc32)cc1	-5	-168	12	6	2	-1	-1	7	-25
CCOc1ncccc1C(=O)OC(C)C(=O)NC(=O)NC1CCCCC1 (stereo not drawn)	9	14	-6	-4	10	1	-3	10	0
